Screening results as filed in PubChem BioAssay.
JMJD2E inh – blocks human JMJD2E demethylase activity; B2RXH2; JMJD2E catalytic domain, FDH-coupled NADH fluorescence (FDH is formaldehyde dehydrogenase); Potency, µM (doses to about 57.1 µM), inactives show top-dose activity change, negative = inhibition, most hits filed as inhibitors; 230,000 tested, 1.6% active; active means well fitted inhibition curve with a large enough effect, not every such curve was filed as active; inconclusive means small, poorly fitted or top-dose-only effect, or another doubt; inactive means no such curve, though single readings can be large or run the other way;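 further: 0% = wells with enzyme and -100% = buffer wells without enzyme; nearly all actives have a fitted effect of over 50% in size; many of its hits are not listed in these tables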
Target sequence (B2RXH2 1-337 limits assumed): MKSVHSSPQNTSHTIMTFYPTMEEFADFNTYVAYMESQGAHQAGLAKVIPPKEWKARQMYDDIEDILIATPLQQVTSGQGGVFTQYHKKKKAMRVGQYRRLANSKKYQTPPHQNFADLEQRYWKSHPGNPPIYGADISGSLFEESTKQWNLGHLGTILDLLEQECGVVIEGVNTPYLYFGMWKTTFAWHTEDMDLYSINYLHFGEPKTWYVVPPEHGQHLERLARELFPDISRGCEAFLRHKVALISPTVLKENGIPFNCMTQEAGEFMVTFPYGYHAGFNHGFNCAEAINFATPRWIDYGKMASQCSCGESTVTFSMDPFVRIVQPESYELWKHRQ
IMPase Li inh – cell-permeable IMPase inhibitors with lithium potentiation. CHO-M1 cells, IP1 TR-FRET (IP-One), carbachol + lithium. Potency, µM (highest dose often 59.4 µM), for inactives: at the top dose activity, negative = IMPase inhibition, usual class: inhibitors. 210,000 tested, 0.35% active. AID 1457;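 further: IP1 builds up when IMPase is blocked and the TR-FRET signal falls; plate controls were basal vehicle for no effect and high inhibitor control for full effect; nearly all actives have a fitted effect of over 50% in size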
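Steps: plate 2000 CHO-M1 cells per well and culture 16–30 h; add compound and lithium; incubate 30 min, 37C; add d2-IP1 tracer and Eu cryptate anti-IP1 antibody in lysis buffer; read after 10 min at room temperature.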
SMN2 splice enh – SMN2 splice variant enhancement; AID 1458; 210,000 tested, 2.8% active; Potency, µM (series often up to 46.1 µM), for the others: top-dose activity change, positive = activation, usual class: activators; HEK293 SMN2-luciferase splicing reporter, luminescence, 30-36 h; further: % of control where 0% means no effect; nearly all actives have a fitted effect of over 55% in size
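HEK293 cells carry an SMN2 minigene-luciferase reporter in which exon 7 inclusion puts luciferase in frame. Cells were seeded at 2000 cells/well, attached for 10-12 hours, then exposed to compounds for 30-36 hours at 37C before ONE-Glo luminescence.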
RGS12 GoLoco inh – RGS12 GoLoco-Gai1 interaction inhibition; Potency, µM (doses to about 61.6 µM), for inactives: top-dose activity, negative = inhibition, most hits filed as inhibitors; 230,000 tested, 0.44% active; Gai1:RGS12 GoLoco peptide FP, rhodamine, 10 min; AID 880; active means well fitted inhibition curve with a large enough effect, not every such curve was filed as active; inactive means no such curve, though single readings can be large or run the other way; further: on the % scale 0 is the no-effect control and ±100 the full control effect; nearly all actives have a fitted effect of over 30% in size; many of its hits are not listed in these tables
Target sequence (P63096 whole entry, looked up): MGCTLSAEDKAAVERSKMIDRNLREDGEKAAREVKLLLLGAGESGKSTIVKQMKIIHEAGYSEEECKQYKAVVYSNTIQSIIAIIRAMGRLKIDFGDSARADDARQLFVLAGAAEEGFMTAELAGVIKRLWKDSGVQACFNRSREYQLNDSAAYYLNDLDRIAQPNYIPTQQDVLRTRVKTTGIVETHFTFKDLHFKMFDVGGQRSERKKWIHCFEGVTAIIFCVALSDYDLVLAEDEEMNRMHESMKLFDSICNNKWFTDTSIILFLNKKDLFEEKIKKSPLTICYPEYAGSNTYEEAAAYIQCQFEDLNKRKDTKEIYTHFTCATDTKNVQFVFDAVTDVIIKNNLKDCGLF
NPSR antag – blocks cAMP signaling of the human neuropeptide S receptor | Q6W5P4 | CHO-NPSR cells, cAMP TR-FRET, antagonist mode | Potency, µM (series often up to 38.3 µM), inactives show at the top dose activity change, negative = inhibition, actives largely listed as inhibitors | 220,000 tested, 1% active | AID 1461; further: on the % scale 0 is the no-effect control and ±100 the full control effect; nearly all actives have a fitted effect of over 50% in size; many of its hits are not listed in these tables
Target sequence (Q6W5P4 whole entry, looked up): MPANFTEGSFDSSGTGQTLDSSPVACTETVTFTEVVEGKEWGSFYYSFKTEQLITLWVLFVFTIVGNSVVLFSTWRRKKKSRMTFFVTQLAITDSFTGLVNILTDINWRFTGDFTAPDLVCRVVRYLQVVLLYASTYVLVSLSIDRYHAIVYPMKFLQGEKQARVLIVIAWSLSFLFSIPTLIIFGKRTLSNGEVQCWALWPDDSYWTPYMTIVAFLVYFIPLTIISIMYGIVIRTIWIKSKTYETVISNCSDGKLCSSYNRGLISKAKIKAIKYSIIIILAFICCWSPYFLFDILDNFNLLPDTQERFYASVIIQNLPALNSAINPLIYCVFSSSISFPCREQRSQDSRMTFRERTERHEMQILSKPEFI
Luc counter – Kinase-Glo luciferase inhibition (counter-screen); Potency, µM (series often up to 38.3 µM), for the others: at the top dose activity change, negative = inhibition, usual class: inhibitors; Kinase-Glo luciferase, ATP luminescence, 8 min; 200,000 tested, 0.28% active; AID 1379; further: on the % scale 0 is the no-effect control and ±100 the full control effect; nearly all actives have a fitted effect of over 60% in size
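Luminescence was the read-out, taken after 8-minute incubation at ambient temperature. Luciferase turned over luciferin with 10 uM ATP in imidazole pH 7.2 buffer containing KCl, MgCl2, Tween 20 and BSA.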
RECQ1 inh – inhibitors of human RECQ1 DNA helicase; RECQ1 DNA unwinding, red fluorescence kinetic read; Potency, µM (doses to about 57.3 µM), for inactives: top-dose activity, negative = inhibition, most hits filed as inhibitors; AID 2549; 240,000 tested, 0.54% active; P46063;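 further: plate controls were vehicle for no effect and no enzyme for full effect; nearly all actives have a fitted effect of over 30% in size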
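RECQ1T1 50 nM; forked duplex (20 bp + 30-nt ss tails) 200 nM, ATP 2 mM final; pH 8.0, 2 mM MgCl2, 2.5 ug/ml poly(dI-dC); 15 min compound preincubation; discontinuous kinetic read over 2 h at RT.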
Epigenetic reg – epigenetic control regulation, reporter derepression. AID 1865. 280,000 tested, 0.2% active. Potency, µM (highest dose often 53.9 µM), without a hit: at the highest dose GFP activation, most hits filed as activators. murine LDR cells, GFP reporter derepression, 30 h; further: % of control where 0% means no effect; nearly all actives have a fitted effect of over 60% in size
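GFP-positive cell count by laser-scanning cytometry (objects 20–120 um) after 30 h, 37 C compound exposure of murine LDR cells; reporter is CMV-GFP integrated at a silenced locus, inducible by HDAC or DNMT inhibitors.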
Active calls of the source: *; i = inactive; u = inconclusive; x = not tested or not shown; [ ] = dose if it differs, or a comment. Unless noted, the call rests on the fitted dose curve; in most records, active means well fitted curve in the direction sought with a large enough effect; inconclusive means small, poorly fitted or top-dose-only effect, or another doubt; inactive means no such curve, though single readings can be large; an effect the other way counts as inactive or inconclusive. Potency means the concentration at half of the fitted maximal effect. This is a subset; count on the stated rates, not on these rows.

SMILES	JMJD2E inh	IMPase Li inh	SMN2 splice enh	RGS12 GoLoco inh	NPSR antag	Luc counter	RECQ1 inh	Epigenetic reg
N=C(N)Sc1nc(N2CCCCC2)nc(N2CCCCC2)n1	-3%	2%	-1%	15%	11%	-3%	i	5.1%
Cc1cccc(C)c1NC(=O)NCCSc1snnc1C	3%	4%	9%	-2%	2%	0%	3%	1.1%
O=C1OCC2=C1C(c1ccc(Cl)cc1)CC(=O)N2c1ccc(F)cc1 (stereo unspecified)	6%	-5%	2%	-5%	-14%	1%	-1%	0.4%
CC(=O)NCC(=O)OC(C(=O)c1ccccc1)c1ccc(Cl)cc1 (stereo unspecified)	-5%	-1%	-8%	14%	-8%	-5%	-6%	-0.9%
CC1(C)CC(=O)c2cc(C(=O)NCc3ccco3)c(=O)n(-c3ccccc3)c2C1	-7%	27%[38.3 µM]	2%	-36%	-28%[46.1 µM]	6%	4%	-2.1%
COc1ccc(NC(=S)N/C(=N/CS(=O)(=O)c2ccccc2)c2ccccc2)cc1	-1%	-2%	13%	3%	-9%[46.1 µM]	1%	i	-1.0%
O=c1oc2c3c4c(cc2c(C(F)(F)F)c1CCN1CCOCC1)CCCN4CCC3	-8%	8%[38.3 µM]	-52%[inhibitor]	26%	3%[46.1 µM]	-4%	u	u
Cc1cc(C)c(S(=O)(=O)NCC(=O)NCc2ccco2)c(C)c1	-3%	-7%	-4%	5%	3%	3%	-2%	5.9%
N#CCC(=O)N/N=C/c1cn(Cc2ccc(Cl)c(Cl)c2)c2ccccc12	u	x	x	12%	12%	x	-2%	-3.5%
CCSc1nnc(NC(NC(=O)c2ccco2)(C(F)(F)F)C(F)(F)F)s1	-5%	x	x	x	-2%[46.1 µM]	x	-7%	-1.7%
CCOCCOC(=O)C1=C(C)N(C)C(=O)NC1c1cc(Cl)c(O)c(OC)c1 (stereo unspecified)	-1%	-8%[38.3 µM]	-15%	2%	-20%[46.1 µM]	-6%	-1%	-2.6%
CCOC(=O)c1ccc(NC(=O)CSc2nnc(-c3cccs3)n2CC)cc1	u	-29%[38.3 µM]	1%	9%	u	4%	i	1.1%
COc1ccc(/C=C2\SC(=S)N(C(Cc3ccccc3)C(=O)O)C2=O)cc1 (stereo unspecified)	-2%	6%	-1%	-1%	-33%	0%	i	10.0%
CN1C[C@@H]2C[C@@H](C3=Cc4cc(Cl)ccc4OC3)N3CCC[C@@]23C1=O	-11%	27%	x	1%	16%	-2%	-15%	0.0%
O=C(CSc1nc2cc(Cl)ccc2o1)N1CCOCC1	4%	17%[38.3 µM]	20%	-14%	14%[46.1 µM]	-1%	1%	0.0%
O=C(CS(=O)(=O)c1ccccc1)c1ccc2c(c1)OCCO2	u	13%[38.3 µM]	-11%	12%	-4%[46.1 µM]	10µM*	i	-2.1%
CC1(OC(=O)C2CCCC2)C(=O)C=C2C=C(c3ccsc3)N(c3ccccc3)C=C2C1=O (stereo unspecified)	9%[11.4 µM]	-3%	7%[9.22 µM]	5%[14.2 µM]	-20%	-9%[7.66 µM]	4%[11.5 µM]	-0.8%
Cc1noc(C)c1CSCC(=O)OCC(=O)Nc1sccc1C#N	6%	-13%[38.3 µM]	3%	5%	0%[46.1 µM]	-4%	-7%	-1.1%
Fc1ccc(C2NCCn3cccc32)cc1 (stereo unspecified)	20µM*	8%[38.3 µM]	0%	8%	4%[46.1 µM]	-3%	i	0.0%
O=C1c2cccnc2C(=O)N1c1cccc(-c2nc3ccccc3o2)c1	u	4%[38.3 µM]	1%	10%	-12%[46.1 µM]	-2%	-7%	1.8%
COCCOC(=O)c1c(C)oc2ccc(O)c(CN3CCC(C)CC3)c12	-10%	1%[38.3 µM]	-12%	6%	3%[46.1 µM]	-1%	3%	1.3%
O=c1cc(CN2CCCCC2)nc(C2CC2)[nH]1	-6%	6%	1%	-4%	19%	-2%	i	2.1%
CCCCC1CC1C(=O)Nc1ncc2c(n1)CC(C)(C)CC2=O (stereo unspecified)	-4%	35%[38.3 µM]	14%	0%	-15%[46.1 µM]	-2%	-4%	-2.1%
Cc1ccccc1OCC(O)Cn1c(SC(C)C)nc2c1c(=O)[nH]c(=O)n2C (stereo unspecified)	-25%	6%[38.3 µM]	-3%	-24%	-3%[7.67 µM]	-3%	-3%	0.6%
CN(C)[C@@H]1CCC[C@@H]1OC(=O)C(c1ccccc1)c1ccccc1	-9%	1%	10%	-12%	7%	-1%	4%	-2.0%

Shown in markdown: part of the list above.
| mol | JMJD2E inh | IMPase Li inh | SMN2 splice enh | RGS12 GoLoco inh | NPSR antag | Luc counter | RECQ1 inh | Epigenetic reg |
| --- | --- | --- | --- | --- | --- | --- | --- | --- |
| O=C(CS(=O)(=O)c1ccccc1)c1ccc2c(c1)OCCO2 | u | 13%[38.3 µM] | -11% | 12% | -4%[46.1 µM] | 10µM* | i | -2.1% |
| CC1(OC(=O)C2CCCC2)C(=O)C=C2C=C(c3ccsc3)N(c3ccccc3)C=C2C1=O (stereo unspecified) | 9%[11.4 µM] | -3% | 7%[9.22 µM] | 5%[14.2 µM] | -20% | -9%[7.66 µM] | 4%[11.5 µM] | -0.8% |
| Cc1noc(C)c1CSCC(=O)OCC(=O)Nc1sccc1C#N | 6% | -13%[38.3 µM] | 3% | 5% | 0%[46.1 µM] | -4% | -7% | -1.1% |
| Fc1ccc(C2NCCn3cccc32)cc1 (stereo unspecified) | 20µM* | 8%[38.3 µM] | 0% | 8% | 4%[46.1 µM] | -3% | i | 0.0% |
| O=C1c2cccnc2C(=O)N1c1cccc(-c2nc3ccccc3o2)c1 | u | 4%[38.3 µM] | 1% | 10% | -12%[46.1 µM] | -2% | -7% | 1.8% |
| COCCOC(=O)c1c(C)oc2ccc(O)c(CN3CCC(C)CC3)c12 | -10% | 1%[38.3 µM] | -12% | 6% | 3%[46.1 µM] | -1% | 3% | 1.3% |
| O=c1cc(CN2CCCCC2)nc(C2CC2)[nH]1 | -6% | 6% | 1% | -4% | 19% | -2% | i | 2.1% |
| CCCCC1CC1C(=O)Nc1ncc2c(n1)CC(C)(C)CC2=O (stereo unspecified) | -4% | 35%[38.3 µM] | 14% | 0% | -15%[46.1 µM] | -2% | -4% | -2.1% |
| Cc1ccccc1OCC(O)Cn1c(SC(C)C)nc2c1c(=O)[nH]c(=O)n2C (stereo unspecified) | -25% | 6%[38.3 µM] | -3% | -24% | -3%[7.67 µM] | -3% | -3% | 0.6% |
| CN(C)[C@@H]1CCC[C@@H]1OC(=O)C(c1ccccc1)c1ccccc1 | -9% | 1% | 10% | -12% | 7% | -1% | 4% | -2.0% |

New compounds follow.
SMILES	JMJD2E inh	IMPase Li inh	SMN2 splice enh	RGS12 GoLoco inh	NPSR antag	Luc counter	RECQ1 inh	Epigenetic reg
CCn1cc(C(=O)NCC(=O)OC)c2cc(OC)c(OC)cc2c1=O	u	-3%[38.3 µM]	1%	5%	-8%[46.1 µM]	-2%	-17%	0.0%
CCn1cc(CNCc2c(C(=O)N3CCCCC3)nc3c(C)cccn23)cn1	-3%	13%	x	9%	-19%	-6%	0%	1.1%
NS(=O)(=O)c1cccc(NC(=S)NCc2ccccc2)c1	-8%	7%	18%	-2%	-4%	4%	-3%	-1.5%
CCOc1ccc(CCNC(=O)CN(C)S(=O)(=O)c2cccc3nsnc23)cc1OCC	8%	8%[38.3 µM]	-24%	-7%	-11%[46.1 µM]	-2%	-5%	-1.1%
O=C(Nc1ccc(SC(F)F)cc1)c1ccc2nccnc2c1	7%	27%[38.3 µM]	-6%	-3%	-10%[46.1 µM]	0%	-10%	3.2%
CC(=O)OCCCCCCCCCCC[N+]1(C)CCCCC1	-9%	22%	x	11%	-1%	-8%	-6%	3.1%
CCn1cc(CNC(=O)c2cc([N+](=O)[O-])c(C)c([N+](=O)[O-])c2)cn1	7%	5%	-15%	6%	2%	14%	0%	0.7%
C=CCNC(=O)CN1CCC(n2nnc3cc(C(F)(F)F)ccc32)CC1	-4%	3%	-8%	8%	0%	3%	-4%	-4.0%
O=C(Nc1cc(S(=O)(=O)N2CCOCC2)ccc1O)c1ccc2c(c1)S(=O)(=O)c1ccccc1C2=O	-9%	14%	15%	1%	-9%	2%	-8%	-0.4%
O=C(CCc1nc2ccccc2[nH]1)Nc1ccc2c(c1)OCCO2	3%	6%	-10%	8%	8%	3%	-1%	1.4%
Cn1c(O)c(N=NC(=O)C2COc3ccccc3O2)c2ccccc21 (stereo unspecified)	-4%	x	x	3%	-12%	x	19%	0.0%
CN(C)C(=O)N1CCN(C(=O)c2ccco2)CC1	3%	11%[38.3 µM]	22%	6%	-7%[46.1 µM]	5%	i	-0.8%
Cc1ccc(NC(=O)C2c3ccccc3Oc3ccccc32)c(C)c1	6%	-7%	-10%	-11%	8%	0%	1%	0.0%
Cc1ccc(-n2[nH]c(C)c(C=Nc3cc(C)ccn3)c2=O)cc1	u	28%[38.3 µM]	u	-7%	-21%[46.1 µM]	-21%	-11%	0.0%
N/C(=N\OC(=O)COc1ccccc1Cl)c1ccccn1	u	0%	13µM*	68%[activator]	0%	-9%	-1%	-6.4%
COc1cc(C(=O)OCCn2c(=O)c3c(ncn3CCN(C)C)n(C)c2=O)cc(OC)c1OC	-6%	14%	u	-6%	17%	-2%	-5%	0.2%
COc1ccc(C2OC(=O)CC2C(=O)NCc2ccc(F)cc2)cc1OC (stereo unspecified)	3%	4%	-23%	-4%	3%	6%	1%	-7.7%
COc1cccc(NC(=O)c2ccc(NC(C)=O)cc2)c1	-1%	18%[38.3 µM]	-4%	0%	0%[46.1 µM]	-2%	-11%	0.1%
CCC1CCCCN1S(=O)(=O)c1ccc2c(c1)CCN2C(=O)C1CCC1 (stereo unspecified)	-2%	8%[38.3 µM]	-26%	-19%	-24%[46.1 µM]	1%	-20%	-3.2%
Cc1cccc(OCC(O)Cn2c(=N)n(Cc3ccccc3)c3ccccc32)c1 (stereo unspecified)	8%	x	x	9%	u	x	20%	-0.3%
